High-throughput results from PubChem.
GALR2 blocker = blocks the human galanin receptor 2; GALR2-expressing cells, antagonist mode; inhibition, % at 4 µM; 140,000 tested, 0.39% active; AID 828; in the data active = inhibition above about 27%;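 note: cells stimulated with galanin 1-16 at roughly its EC80; 0% = agonist challenge control and 100% = basal control without agonist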
Target sequence (O43603 whole entry, looked up): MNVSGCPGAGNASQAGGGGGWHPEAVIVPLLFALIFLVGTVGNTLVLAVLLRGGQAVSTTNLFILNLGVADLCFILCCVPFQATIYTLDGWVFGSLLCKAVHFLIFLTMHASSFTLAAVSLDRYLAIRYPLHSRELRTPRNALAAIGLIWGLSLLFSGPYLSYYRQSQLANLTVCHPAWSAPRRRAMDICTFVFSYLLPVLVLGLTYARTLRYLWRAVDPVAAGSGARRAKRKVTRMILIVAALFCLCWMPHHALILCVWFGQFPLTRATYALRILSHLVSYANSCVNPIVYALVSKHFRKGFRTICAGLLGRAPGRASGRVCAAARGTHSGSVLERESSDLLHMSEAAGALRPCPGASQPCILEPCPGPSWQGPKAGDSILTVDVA
Measles CPE = protection of cells from measles virus; Measles virus-infected cells, CPE protection, absorbance; protection (pct of control), % at 4 µM; 140,000 tested, 1.5% active; AID 841; in the data active = protection mostly above about 24%, no sharp cut-off; inactive = mostly below about 26%; note: some compounds called inactive have numbers as strong as hits
MRP-1 activ = MRP-1 activation; AID 799; H69AR cells + doxorubicin, viability rescue, CellTiter-Glo; 140,000 tested, 0.61% active; viability increase, % at 10 µM;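 active = viability gain under doxorubicin at or above a set limit, the compound median plus 3 SD, cut at about 4.7% in these data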;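 note: MRP-1 overexpressing cells given doxorubicin 25 µM after compound pretreatment; 18-22 h compound pretreatment then 72 h with doxorubicin before readout; 0% = doxorubicin-only wells and 100% = vehicle-treated cells without doxorubicin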
NPY-Y2 antag = antagonists of human neuropeptide Y receptor Y2; AID 793; NPY-Y2 expressing cells, antagonist mode; P49146; inhibition, % at 2.7 µM; 140,000 tested, 0.99% active; in the data active = inhibition above about 17%;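 note: 0% = vehicle with agonist challenge and 100% = reference antagonist with challenge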
Target sequence (P49146 whole entry, looked up): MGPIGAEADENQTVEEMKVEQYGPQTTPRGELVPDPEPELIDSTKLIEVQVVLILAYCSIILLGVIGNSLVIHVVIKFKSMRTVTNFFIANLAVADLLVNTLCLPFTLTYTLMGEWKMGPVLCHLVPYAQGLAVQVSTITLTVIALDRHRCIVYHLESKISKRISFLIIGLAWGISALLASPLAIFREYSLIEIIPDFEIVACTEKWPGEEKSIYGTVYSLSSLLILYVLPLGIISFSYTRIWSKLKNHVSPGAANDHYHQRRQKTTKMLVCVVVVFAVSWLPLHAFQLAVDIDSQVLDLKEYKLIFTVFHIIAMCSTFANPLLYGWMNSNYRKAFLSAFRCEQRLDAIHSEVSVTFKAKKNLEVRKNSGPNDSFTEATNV
E-sel TNF inh = blocks E-selectin expression induced by TNF alpha. HUVEC TNFa-induced E-selectin immunofluorescence, high content. inhibition, % at 2 µM. 120,000 tested, 0.71% active. AID 1246;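 active = inhibition above the batch mean plus 3 SD, and confirmed as a hit on visual image review, cut at about 43% in these data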;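 note: 0% = TNF-stimulated DMSO wells and 100% = unstimulated control wells; not every result past the cut was called active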
HCT116 PTEN-null = PTEN-deleted cell growth suppression | 140,000 tested, 1.2% active | HCT116 PTEN-null viability, CellTiter-Glo, 60 h; stronger effect = lower value | AID 827 | viability, % at 10 µM;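 active = viability at or below a set limit, 4 SD under the median of all tested compounds, cut at about 3.7% in these data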;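 note: PTEN knockout HCT116 line with beta catenin targeted HCT116 as companion control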
Yeast lifespan up = yeast lifespan extension | 130,000 tested, 0.68% active | inhibition of the nicotinamide effect, % at 10 µM | AID 775 | S. cerevisiae growth with nicotinamide, OD615; deaD strain in restrictive glucose medium;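 active = inhibition above a set limit, placed 3 SD over the median of all compounds, cut at about 26% in these data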;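 note: 0% = nicotinamide-treated wells and 100% = cells grown without nicotinamide; some compounds called inactive have numbers as strong as hits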
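Material: Modified budding yeast, DeaD strain | Medium: Restrictive glucose medium | Probe or stimulus: 1.5 mM nicotinamide | Dosing: Single dose 10 µM compound, 0.25% DMSO | Times: 48 h at 30 °C | Technique: OD615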
Yeast growth inh = chemicals that inhibit yeast BB579 growth in restrictive medium (lifespan-shortening candidates) | 140,000 tested, 0.51% active | S. cerevisiae BB579 growth, OD615, 48 h | inhibition, % at 10 µM | AID 804;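 active = inhibition above a set limit, 3 SD over the mean compound inhibition, cut at about 44% in these data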; note: inactives centre near -24
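Detection: OD615 turbidity measurement; Material: Saccharomyces cerevisiae DeaD strain BB579, replicative lifespan model yeast; Timing: 48 h exposure, 30 °C; Doses: single 10 µM dose; Medium: CSMM-D restrictive synthetic medium containing dextrose (glucose); Controls: amphotericin B at 10 µg/mL as positive control.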
HCT116 bCat-KO = beta-catenin-lacking colon tumor cell growth suppression; HCT116 beta-catenin knockout viability, CellTiter-Glo, 60 h; stronger effect = lower value; viability, % at 10 µM; 140,000 tested, 1.5% active; AID 818;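 active = viability at or under a set limit, the compound median less 4 SD, cut at about 6% in these data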;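 note: 0% = Hyamine 1622 control at 20 µM and 100% = untreated cell control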
Phagocytosis inh = inhibitors of macrophage phagocytosis | AID 1029 | J774A.1 macrophage IgG-bead phagocytosis, imaging | 110,000 tested, 0.07% active | inhibition, % at 5 µM;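 active = inhibition above the mean of the plate negative controls plus 5 SD, cut at about 13% in these data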;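 note: phagocytic index as fraction of beads internalized from green versus red external bead signal; plate controls were DMSO negative control for no effect and cytochalasin-D positive control for full effect; some results beyond the cut were filed as inactive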
* = called active by the depositor.

CC(=O)N(CCCN(C)C)CCC(C)CCC=C(C)C (configuration not stated) was read as GALR2 blocker -2, Measles CPE 1, MRP-1 activ 0.2, NPY-Y2 antag 2, E-sel TNF inh -28, HCT116 PTEN-null 10, Yeast lifespan up -16, Yeast growth inh 22, HCT116 bCat-KO 7 and Phagocytosis inh 1.
CC(C)N1C(=O)/C(=C\c2nc3ccccc3c(=O)[nH]2)c2ccccc21 was read as GALR2 blocker 5, Measles CPE 12, MRP-1 activ -3.8, NPY-Y2 antag 2, HCT116 PTEN-null 13, Yeast lifespan up 0, Yeast growth inh -82, HCT116 bCat-KO 17 and Phagocytosis inh -1.
Screening COc1ccc(-n2c(C)cc(C)c(C(C)=O)c2=S)cc1 returned GALR2 blocker -8, Measles CPE 7, MRP-1 activ -1.0, NPY-Y2 antag 2, E-sel TNF inh -2, HCT116 PTEN-null 94, Yeast lifespan up 2, Yeast growth inh -53, HCT116 bCat-KO 93 and Phagocytosis inh -4.
COc1ccccc1N1CCN(C(=O)c2ccc(CSc3ccccc3)cc2)CC1 was read as GALR2 blocker -6, Measles CPE 17, MRP-1 activ -2.4, NPY-Y2 antag 4, HCT116 PTEN-null 80, Yeast lifespan up 7, Yeast growth inh -30, HCT116 bCat-KO 92 and Phagocytosis inh -1.
For CCOC(=O)N1CCN(C(=O)CCCn2nc(C)c3sc4ccccc4c3c2=O)CC1 the results were GALR2 blocker 0, Measles CPE 9, MRP-1 activ -2.6, NPY-Y2 antag 2, HCT116 PTEN-null 99, Yeast lifespan up -8, Yeast growth inh -32, HCT116 bCat-KO 97 and Phagocytosis inh 2.
CCCNC(=O)N(C)c1nncnc1C(=O)NC was read as GALR2 blocker 1, Measles CPE 5, MRP-1 activ 0.3, NPY-Y2 antag 2, E-sel TNF inh -12, HCT116 PTEN-null 100, Yeast growth inh -31, HCT116 bCat-KO 101 and Phagocytosis inh 0.
`COC(=O)C(C)(C)NC(=O)c1cccs1` gave GALR2 blocker -6, Measles CPE 18, MRP-1 activ 0.2, NPY-Y2 antag 3, E-sel TNF inh 0, HCT116 PTEN-null 89, Yeast lifespan up -4, Yeast growth inh 2, HCT116 bCat-KO 85 and Phagocytosis inh 0.
COc1ccc(N2CC(C(=O)NCc3ccccc3)CC2=O)cc1 (configuration not stated) was read as GALR2 blocker -12, Measles CPE 11, MRP-1 activ -2.3, NPY-Y2 antag 2, E-sel TNF inh -8, HCT116 PTEN-null 91, Yeast lifespan up -4, Yeast growth inh -34, HCT116 bCat-KO 92 and Phagocytosis inh 0.
For CCCCN1CNC(=S)N(c2ccccc2OCC)C1 the results were GALR2 blocker 0, Measles CPE 12, MRP-1 activ -1.1, NPY-Y2 antag -1, HCT116 PTEN-null 88, Yeast lifespan up -1, Yeast growth inh -25 and HCT116 bCat-KO 80.
For CN(C)c1oc(/C=C/c2ccccc2)nc1C#N the results were GALR2 blocker -9, Measles CPE 9, MRP-1 activ -3.0, NPY-Y2 antag 4, E-sel TNF inh -38, HCT116 PTEN-null 87, Yeast lifespan up -8, Yeast growth inh 7, HCT116 bCat-KO 77 and Phagocytosis inh 1.
For FC(F)(F)c1ccccc1C1C2=C(Nc3ncnn31)c1ccccc1CCC2 (configuration not stated) the results were GALR2 blocker 6, Measles CPE 14, MRP-1 activ -4.4, NPY-Y2 antag 1, E-sel TNF inh -18, HCT116 PTEN-null 75, Yeast lifespan up 3, Yeast growth inh -13, HCT116 bCat-KO 82 and Phagocytosis inh 8.
Screening O=C(NCc1ccco1)c1nn2c(C(F)(F)F)cc(-c3cccs3)nc2c1Cl returned GALR2 blocker -9, Measles CPE 3, MRP-1 activ -0.5, NPY-Y2 antag 0, HCT116 PTEN-null 104, Yeast lifespan up -14, Yeast growth inh -28, HCT116 bCat-KO 105 and Phagocytosis inh 0.
`O=c1[nH]c2ccc(NC(=S)Nc3ccc(Cl)cc3)cc2[nH]1` gave GALR2 blocker 5, Measles CPE 13, MRP-1 activ 0.0, NPY-Y2 antag 1, E-sel TNF inh 10, HCT116 PTEN-null 98, Yeast lifespan up -1, Yeast growth inh -26 and HCT116 bCat-KO 92.
CCC(CC)C(=O)Nc1ccc(C)c(O)c1 was read as GALR2 blocker 1, Measles CPE 5, MRP-1 activ -0.8, NPY-Y2 antag 2, E-sel TNF inh -15, HCT116 PTEN-null 108, Yeast lifespan up -7, Yeast growth inh -40, HCT116 bCat-KO 97 and Phagocytosis inh -5.
For O=C(/C=C/c1ccc(F)cc1)NC(=S)Nc1ccccc1C(=O)NC1CCCCC1 the results were GALR2 blocker -3, Measles CPE 15, MRP-1 activ -2.6, NPY-Y2 antag 0, E-sel TNF inh 54*, HCT116 PTEN-null 69, Yeast lifespan up -12, Yeast growth inh -6 and HCT116 bCat-KO 68.
`COc1ccc(N(C(=O)COc2ccccc2OC)S(=O)(=O)c2ccc(C)cc2)cc1` gave GALR2 blocker 0, Measles CPE 3, MRP-1 activ -1.3, NPY-Y2 antag 1, E-sel TNF inh -8, HCT116 PTEN-null 90, Yeast lifespan up -1, Yeast growth inh -9 and HCT116 bCat-KO 92.
Screening CC1=C(C(=O)Nc2cc(-c3cccc(F)c3)[nH]n2)C2(CCCCC2)OC1=O returned GALR2 blocker 0, Measles CPE 12, MRP-1 activ -1.0, NPY-Y2 antag 1, E-sel TNF inh -6, HCT116 PTEN-null 74, Yeast lifespan up -7, Yeast growth inh -59, HCT116 bCat-KO 58 and Phagocytosis inh 0.
Screening O=C(Cn1c(NCCCO)nc2ccccc21)c1ccco1 returned GALR2 blocker 0, Measles CPE 34, MRP-1 activ -3.4, NPY-Y2 antag 2, E-sel TNF inh -13, HCT116 PTEN-null 101, Yeast lifespan up -6, Yeast growth inh -11, HCT116 bCat-KO 89 and Phagocytosis inh -1.
Screening COc1cccc(N2C(N)=NC(N)=NC2(C)C)c1 returned GALR2 blocker -8, Measles CPE 4, MRP-1 activ -1.2, NPY-Y2 antag 1, E-sel TNF inh -12, HCT116 PTEN-null 34, Yeast lifespan up -3, Yeast growth inh -26 and HCT116 bCat-KO 40.
COC(=O)C1=C(C)NC(=O)C1(NC(=O)CN1CCCC1=O)C(F)(F)F (configuration not stated) was read as GALR2 blocker 11, Measles CPE 41*, MRP-1 activ -1.3, NPY-Y2 antag 4, E-sel TNF inh -3, HCT116 PTEN-null 106, Yeast lifespan up -4, Yeast growth inh -28 and HCT116 bCat-KO 101.
OC(CCCN1CCCCC1)(c1ccccc1)c1ccccc1 was read as GALR2 blocker 2, Measles CPE 36, MRP-1 activ -1.5, NPY-Y2 antag 1, HCT116 PTEN-null 99, Yeast lifespan up 5, Yeast growth inh -19 and HCT116 bCat-KO 92.
Screening Cn1c2c(c(=O)n(C)c1=O)C(c1ccc(Cl)cc1)C(C#N)=C(N)O2 (configuration not stated) returned GALR2 blocker -7, Measles CPE 27, MRP-1 activ -2.5, NPY-Y2 antag 2, E-sel TNF inh 19, HCT116 PTEN-null 100, Yeast lifespan up 20, Yeast growth inh -8, HCT116 bCat-KO 92 and Phagocytosis inh -8.
CCCCCCCCC(=O)N/N=C(\C)c1cccnc1 was read as GALR2 blocker 7, Measles CPE 7, MRP-1 activ 1.9, NPY-Y2 antag 5, E-sel TNF inh 5, HCT116 PTEN-null 100, Yeast growth inh -23 and HCT116 bCat-KO 86.
Screening Cc1cc(C)nc(SCC(=O)Nc2ccc(S(=O)(=O)NCCO)cc2)n1 returned GALR2 blocker 6, Measles CPE 1, MRP-1 activ -1.6, NPY-Y2 antag 1, E-sel TNF inh -14, HCT116 PTEN-null 100, Yeast lifespan up 0, Yeast growth inh -19, HCT116 bCat-KO 101 and Phagocytosis inh -1.
`COc1ccc(OCc2nnc(SCC(=O)N3CCCc4ccccc43)n2-c2ccc(C)cc2)cc1` gave GALR2 blocker 5, Measles CPE 19, MRP-1 activ 3.6, NPY-Y2 antag 5, E-sel TNF inh 0, HCT116 PTEN-null 79, Yeast lifespan up -9, Yeast growth inh -24, HCT116 bCat-KO 81 and Phagocytosis inh 0.
For CCOc1ccc(N2CC(C(=O)NC(C)C)CC2=O)cc1 (configuration not stated) the results were GALR2 blocker 5, Measles CPE 14, MRP-1 activ -0.4, NPY-Y2 antag 1, E-sel TNF inh -16, HCT116 PTEN-null 87, Yeast lifespan up 1, Yeast growth inh 8 and HCT116 bCat-KO 96.
CC1CCc2cc(F)ccc2N1C(=O)c1cc2nc(-c3ccco3)cc(C(F)(F)F)n2n1 (configuration not stated) was read as GALR2 blocker 3, Measles CPE 4, MRP-1 activ -3.5, NPY-Y2 antag 1, E-sel TNF inh 2, HCT116 PTEN-null 58, Yeast lifespan up 9, Yeast growth inh -43, HCT116 bCat-KO 67 and Phagocytosis inh -1.
For COc1cccc(S(=O)(=O)NCC(=O)Nc2ccc(C(C)(C)C)cc2)c1 the results were GALR2 blocker -2, Measles CPE 16, MRP-1 activ -1.9, NPY-Y2 antag 0, E-sel TNF inh -13, HCT116 PTEN-null 70, Yeast lifespan up 1, Yeast growth inh -38, HCT116 bCat-KO 78 and Phagocytosis inh 0.
Screening O=C(c1ccc(Br)o1)N1CCN(c2ncccn2)CC1 returned GALR2 blocker -7, Measles CPE 2, MRP-1 activ -0.3, NPY-Y2 antag 2, E-sel TNF inh 5, HCT116 PTEN-null 101, Yeast lifespan up -12, Yeast growth inh -22 and HCT116 bCat-KO 97.
`COc1ccccc1NS(=O)(=O)c1cc(NC(=O)CNC(=O)c2cc(C)cc(C)c2)ccc1C` gave GALR2 blocker 0, Measles CPE 7, MRP-1 activ -0.4, NPY-Y2 antag 2, HCT116 PTEN-null 75, Yeast lifespan up 2, Yeast growth inh -4, HCT116 bCat-KO 74 and Phagocytosis inh -10.
Screening O=C(CCS(=O)(=O)Cc1ccccc1)Nc1nc2c(s1)CCCC2 returned GALR2 blocker -14, Measles CPE 6, MRP-1 activ -5.0, NPY-Y2 antag 4, E-sel TNF inh -22, HCT116 PTEN-null 39, Yeast lifespan up 1, Yeast growth inh -51, HCT116 bCat-KO 41 and Phagocytosis inh -2.
`CC(C)CNC(=O)COC(=O)CCC(=O)c1cccs1` gave GALR2 blocker 3, Measles CPE 27, MRP-1 activ 3.1, NPY-Y2 antag 3, E-sel TNF inh -29, HCT116 PTEN-null 97, Yeast lifespan up 0, Yeast growth inh -25, HCT116 bCat-KO 86 and Phagocytosis inh -3.
`CCn1nnc(NC(=O)CSc2ccc(Cl)cc2)n1` gave GALR2 blocker -6, Measles CPE 10, MRP-1 activ 0.2, NPY-Y2 antag 1, E-sel TNF inh -32, HCT116 PTEN-null 108, Yeast lifespan up 2, Yeast growth inh -30, HCT116 bCat-KO 98 and Phagocytosis inh -2.
For CSc1nnc(N(CCC#N)CCC#N)s1 the results were GALR2 blocker -4, Measles CPE 7, MRP-1 activ -1.9, NPY-Y2 antag 4, HCT116 PTEN-null 89, Yeast lifespan up -8, Yeast growth inh -3, HCT116 bCat-KO 100 and Phagocytosis inh -1.
